UBC13 polyUb = blocks human UBC13 polyubiquitin chain formation | P61088 | TR-FRET | inhibition, % at 20 µM | 330,000 compounds, 0.47% hits | AID 485273; in the data active means inhibition above about 45%, passing the limit was not always enough
Target sequence (P61088 whole entry, looked up): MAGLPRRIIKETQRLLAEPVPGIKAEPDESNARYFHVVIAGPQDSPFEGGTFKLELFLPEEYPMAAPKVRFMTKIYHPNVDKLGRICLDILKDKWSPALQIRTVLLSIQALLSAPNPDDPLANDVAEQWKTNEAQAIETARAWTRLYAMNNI
SENP7 block = SENP7 protease inhibition; Q9BQF6; recombinant SENP7, Z-RLRGG-aminoluciferin luminescence, 40 min; inhibition, % at 5 µM; 330,000 compounds, 1.5% hits;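 active means inhibition above about 50% at the single test dose, limit read from the data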;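 further: plate controls were DMSO with enzyme for no effect and no enzyme buffer wells for full effect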
Target sequence (Q9BQF6 706-1050 limits assumed): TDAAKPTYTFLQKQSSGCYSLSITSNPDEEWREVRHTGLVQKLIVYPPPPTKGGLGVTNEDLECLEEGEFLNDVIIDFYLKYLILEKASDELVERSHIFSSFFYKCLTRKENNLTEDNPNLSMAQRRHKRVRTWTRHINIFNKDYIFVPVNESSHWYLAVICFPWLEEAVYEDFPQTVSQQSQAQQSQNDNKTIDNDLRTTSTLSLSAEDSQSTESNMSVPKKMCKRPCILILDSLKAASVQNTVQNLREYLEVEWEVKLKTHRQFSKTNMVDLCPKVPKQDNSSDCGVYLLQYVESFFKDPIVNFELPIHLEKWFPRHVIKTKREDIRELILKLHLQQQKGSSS
697 NFkB inh = inhibitors of the PMA/ionomycin-induced NF-kB reporter in 697 B cells; 697 B-cell NF-kB luciferase reporter, 16 h; inhibition, % at 4 µM; 330,000 compounds, 0.33% hits; AID 435022; in the data active means inhibition above about 35%
Gli-Sufu block = blocks Gli-Sufu signaling in a luciferase reporter; inhibition, % at 5 µM; 340,000 compounds, 0.74% hits; Sufu-KO-LIGHT fibroblasts, Gli luciferase reporter luminescence;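 active means inhibition above about 55%, limit read from the data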;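 further: 0% = DMSO-treated cells and 100% = wells with medium but no cells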
HKDC1 inhibitor = HKDC1 (human) hexokinase inhibition; Q2TB90; recombinant HKDC1, G6PDH/diaphorase resazurin coupled fluorescence; inhibition, % at 20 µM; 340,000 compounds, 0.16% hits;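 active means inhibition above about 35% when tested at 20 µM, limit read from the data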;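 further: plate controls were DMSO wells with enzyme for no effect and DMSO wells lacking enzyme for full effect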
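Assay system: recombinant HKDC1 hexokinase; detection: coupled resazurin fluorescence, excitation 525 nm, emission 613 nm; benchmarks: DMSO-plus-enzyme-mix negative control, buffer-substituted positive control; compound dosing: single 20 µM dose; schedule: 90 min at room temperature in dark; also added: glucose plus 1 mM ATP as hexokinase substrates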
Apaf-1 inh = human Apaf-1 inhibition; O14727; reconstituted apoptosome caspase-3 activity, DEVD-Rh110 fluorescence; inhibition, % at 20 µM; 330,000 compounds, 0.71% hits; active means inhibition of at least 40% at 20 µM;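 further: plate controls were DMSO wells for no effect and DEVD-CHO caspase inhibitor wells for full effect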
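detection = Rh110 fluorescence intensity | test system = biochemical Apaf-1 apoptosome reconstitution | also added = cytochrome c and DEVD-Rh110 substrate | schedule = 30 min plus 50 min, RT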
Jurkat NFkB inh = lowers PMA/ionomycin-induced NF-kB signal in Jurkat cells; inhibition, % at 4 µM; 330,000 compounds, 0.53% hits; AID 435003; PMA/ionomycin-induced NF-kB luciferase reporter, luminescence
SENP8 block = inhibitors of human SENP8 protease. inhibition, % at 10 µM. AID 2540. 330,000 compounds, 1.2% hits. Q96LD8. purified SENP8, Z-RLRGG-aminoluciferin cleavage, luminescence
* hit, by the source's call; . = no result given. Unless noted, no stated cut-off is given here; in the data, active means inhibition above about 50%; inactive means the rest.

SMILES	UBC13 polyUb	SENP7 block	697 NFkB inh	Gli-Sufu block	HKDC1 inhibitor	Apaf-1 inh	Jurkat NFkB inh	SENP8 block
CN(C)c1nc(-c2ccccc2)nc(-c2ccc(Cl)cc2)c1C#N	9	-2	-54	-77	-5	6	-16	3
Cc1ccc(C(NC(=O)c2ccccc2)C(Cl)(Cl)Cl)cc1 (configuration not stated)	1	-2	4	5	-9	7	12	-1
CC(C)n1c(COc2ccccc2)nc2ccccc21	-5	15	11	-5	-4	4	-5	-6
Cc1cccc(C)c1NC(=O)CSc1nc2ccccc2c(=O)[nH]1	1	-6	14	5	-4	-19	2	-1
CCc1[nH]nc2c1C(c1cccnc1)C(C#N)=C(N)O2 (configuration not stated)	-9	-11	0	8	0	12	4	-8
O=C(Nc1ccc(S(=O)(=O)NCCc2ccccc2)cc1)c1ccncc1	-2	-4	-41	31	-1	7	26	-10
Cc1ccc(C(=O)Nc2nc(=O)n(C(=O)C3CC3)s2)cc1	-2	11	12	-3	-3	-17	12	-4
COc1ccc(-c2nc3cc([N+](=O)[O-])ccc3o2)cc1OC	-12	-18	-47	-63	1	-23	-67	-15
CCOC(=O)N1CCC(N2C(=O)c3ccc(C(=O)Nc4ccc(OC)c(OC)c4)cc3C2=O)CC1	1	-3	-18	0	-6	-8	7	5
COC(=O)CC1=NC(=O)CS1	8	-3	16	4	-5	-23	0	3
C/C(=N\NC(=O)CCCCCNC(=O)c1ccccc1)c1ccccc1O	25	6	4	-3	-18	-6	7	-4
COc1ccc(/C=C/C(=O)N(Cc2cccs2)C2CCS(=O)(=O)C2)cc1 (configuration not stated)	8	6	15	1	-4	-6	-3	-2
O=c1c2c(nc3cc(-c4ccccc4Cl)[nH]n13)CCS2	13	37	-108	-49	8	0	-92	77*
Cc1ccc(C(=O)O/N=C/c2ccc3c(c2)OCO3)cc1	7	48	0	9	-5	-10	-9	-9
CCc1c(C)c(C#N)c2nc3ccccc3n2c1NCCOC	2	-7	-17	6	1	6	9	-5
O=[N+]([O-])c1ccc2c(c1)C(N1CCOCC1)/C(=C/C1(O)CCCCC1)O2 (configuration not stated)	-1	5	22	12	-1	-1	-11	1
CN1CCN(S(=O)(=O)c2cc([N+](=O)[O-])ccc2N/N=C/c2ccc(Cl)cc2)CC1	6	3	11	-1	-10	-3	-7	0
Cc1ccc(NC(=O)CCN2CCCCC2)cc1	2	2	3	1	1	2	25	-2
COc1ccc(C2C=C(C34CC5CC(CC(C5)C3)C4)NC(=S)N2)cc1OC (configuration not stated)	-14	0	-5	-3	-13	15	-16	-10
COc1ccc(-c2cc(C(=O)N3CCCC3)no2)cc1	-13	53*	-95	-44	-7	5	-81	50

Some of these compounds in order of SMILES length, smallest number first.
SMILES	UBC13 polyUb	SENP7 block	697 NFkB inh	Gli-Sufu block	HKDC1 inhibitor	Apaf-1 inh	Jurkat NFkB inh	SENP8 block
Cc1ccc(NC(=O)CCN2CCCCC2)cc1	2	2	3	1	1	2	25	-2
CC(C)n1c(COc2ccccc2)nc2ccccc21	-5	15	11	-5	-4	4	-5	-6
CCc1c(C)c(C#N)c2nc3ccccc3n2c1NCCOC	2	-7	-17	6	1	6	9	-5
Cc1cccc(C)c1NC(=O)CSc1nc2ccccc2c(=O)[nH]1	1	-6	14	5	-4	-19	2	-1
C/C(=N\NC(=O)CCCCCNC(=O)c1ccccc1)c1ccccc1O	25	6	4	-3	-18	-6	7	-4
O=C(Nc1ccc(S(=O)(=O)NCCc2ccccc2)cc1)c1ccncc1	-2	-4	-41	31	-1	7	26	-10

(cont.)
SMILES	UBC13 polyUb	SENP7 block	697 NFkB inh	Gli-Sufu block	HKDC1 inhibitor	Apaf-1 inh	Jurkat NFkB inh	SENP8 block
Cc1c(C)n(C)c2ccc(C(=O)N3CCN(c4ccccn4)CC3)cc12	8	3	8	4	0	10	-2	2
Cc1oc(S(=O)(=O)N2CCCCC2)cc1NC(=O)Nc1ccc(Cl)cc1	3	0	-9	-3	1	-1	3	1
O=C(Nc1ccc(Cl)cc1)c1nc[nH]c1C(=O)NCCCNC(=O)c1[nH]cnc1C(=O)Nc1ccc(Cl)cc1	-15	8	31	.	.	-15	2	5
Cc1ccc(S(=O)(=O)Nc2ccccc2CNc2ccc(Br)cn2)cc1	7	5	-8	-2	-3	14	-3	1
CCc1ccc(NC(=O)c2cnn3ccccc23)cc1	-9	95*	-125	-26	1	1	-44	89*
CCONC(=NC)c1nonc1N	1	4	-3	-9	6	-5	10	1
CC1CN(CC(=O)Nc2ccccc2Sc2ccccc2)CC(C)O1 (configuration not stated)	4	3	0	20	-6	12	1	3
COCCN(C(=O)CSc1nc2ccccc2c(=O)n1CCOC)c1c(N)n(Cc2ccccc2)c(=O)[nH]c1=O	0	-5	11	-9	-14	-5	-3	5
O=C1C2C(c3ccccc3)C=CC(c3ccccc3)C2C(=O)N1C1CCCCC1 (configuration not stated)	-6	-8	-8	27	4	15	-17	-5
COc1ccc(NC(=S)Nc2cc(C)ccn2)c(OC)c1	-5	-10	-182	4	2	6	-137	-10
COCC(=O)N1CCC(Oc2ccc(C(=O)N3CCCCCCC3)cc2)CC1	4	0	10	6	5	-2	4	-4
